Screens from PubChem.
USP1-UAF1 inh = blocks the human USP1/UAF1 deubiquitinase complex. Potency, µM (top dose mostly 57.1 µM), without a hit: at the top dose activity change, negative = inhibition, hits mostly inhibitors. AID 743255. 390,000 compounds, 0.23% hits. O94782. recombinant USP1/UAF1, Ub-Rhodamine cleavage fluorescence; also: potency is read from the fitted curve at half-maximal effect; % is scaled to controls: 0 for no effect and ±100 for the full control effect; nearly all actives have a fitted effect of over 60% in size; inactives centre near -12
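USP1/UAF1 complex at 1 nM was preincubated with compound for 15 min at room temperature, then Ub-Rho substrate (150nM final) was added. Fluorescence (480/540 nm) was read kinetically, 6 reads every 60 seconds.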
Vif-APOBEC3F blk = blocks the Vif interaction with APOBEC3F; HeLa A3F-eYFP + Vif (tagged APOBEC3F with the HIV-1 protein that degrades it), YFP fluorescence increase; Potency, µM (titrated, usually from 46.1 µM), for the others: at the top dose activity, negative = active; 390,000 compounds, 0.2% hits; also: potency is read from the fitted curve at half-maximal effect; % of control where 0% means no effect; nearly all actives have a fitted effect of over 65% in size
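Fluorescence increase (Ex 488/Em 500-530) after overnight compound treatment at 37 deg C flags inhibition of Vif-driven A3F-eYFP loss in stable HeLa A3F-eYFP/Vif cells seeded overnight beforehand.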
Vif-A3G inh = inhibitors of Vif-APOBEC3G interaction. HeLa A3G-eYFP + Vif (tagged APOBEC3G with the HIV-1 protein that degrades it), YFP fluorescence, overnight. Potency, µM (series often up to 46.1 µM), inactives show at the top dose activity, negative = active, actives largely listed as inhibitors. 410,000 compounds, 0.076% hits;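 also: potency is read from the fitted curve at half-maximal effect; % is scaled to controls: 0 for no effect and ±100 for the full control effect; nearly all actives have a fitted effect of over 60% in size; hits raise eYFP signal because A3G escapes Vif-driven loss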
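Read-out is eYFP fluorescence (Ex 488/Em 500-530) from Vif-expressing HeLa A3G-eYFP cells; more signal means A3G escaped Vif-mediated degradation. Cells plated overnight, compound pinned in, incubated overnight at 37 deg C.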
rTrxR1 inhibitor = inhibitors of rat thioredoxin reductase 1; O89049; Potency, µM (doses to about 114 µM), without a hit: top-dose activity change, negative = inhibition, actives largely listed as inhibitors; 390,000 compounds, 1% hits; recombinant rTrxR1, NADPH fluorescence consumption, selenite substrate; also: potency is read from the fitted curve at half-maximal effect; % is scaled to controls: 0 for no effect and ±100 for the full control effect; nearly all actives have a fitted effect of over 65% in size
Target sequence (O89049 whole entry, looked up): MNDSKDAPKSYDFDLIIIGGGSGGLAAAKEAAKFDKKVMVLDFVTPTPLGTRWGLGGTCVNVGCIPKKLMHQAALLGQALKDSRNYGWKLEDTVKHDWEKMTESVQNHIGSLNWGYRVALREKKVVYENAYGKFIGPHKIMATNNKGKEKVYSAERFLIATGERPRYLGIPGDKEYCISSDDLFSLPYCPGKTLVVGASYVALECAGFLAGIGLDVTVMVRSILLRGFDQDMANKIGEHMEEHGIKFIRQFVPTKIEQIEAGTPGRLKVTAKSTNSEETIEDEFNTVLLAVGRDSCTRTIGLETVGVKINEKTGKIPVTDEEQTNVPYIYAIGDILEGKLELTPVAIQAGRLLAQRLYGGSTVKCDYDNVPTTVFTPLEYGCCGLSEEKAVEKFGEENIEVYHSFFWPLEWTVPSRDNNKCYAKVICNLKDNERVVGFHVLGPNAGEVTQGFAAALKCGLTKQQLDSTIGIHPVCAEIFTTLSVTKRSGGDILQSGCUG
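Rat TrxR1 (90 nM in the dispensed reagent) was pre-reduced with 400 uM NADPH for 5 min at room temperature, then incubated with compound for 15 min. After 400 uM selenite was added, NADPH fluorescence (Ex 340/Em 450 nm) was followed for 8 min.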
LDHA inh = inhibitors of human lactate dehydrogenase A | purified LDHA, NADH/diaphorase-resazurin fluorescence; active compounds read low | activity change, % (values are at about 110 or 230 µM) | 480,000 compounds, 0.15% hits; in the data active = activity change below about -30%; inconclusive = mostly about -25% to -30%;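 also: plate controls were DMSO wells for no effect and wells without enzyme for full effect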
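Enzyme activity of human lactate dehydrogenase 5 (2 nM; 0.06 mM NADH, 0.2 mM pyruvate, 5 min, RT) is measured via a resazurin/diaphorase fluorescence readout of residual NADH.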
IDH1 R132H inh = blocks human mutant IDH1 R132H enzyme. IDH1-R132H enzyme, NADPH consumption, diaphorase/resazurin fluorescence. Potency, µM (doses to about 76.6 µM), inactives show at the top dose activity change, negative = inhibition, usual class: inhibitors. 390,000 compounds, 0.093% hits. AID 602179; also: potency is read from the fitted curve at half-maximal effect; % is scaled to controls: 0 for no effect and ±100 for the full control effect; nearly all actives have a fitted effect of over 65% in size
Target sequence (O75874 whole entry R132H, stated change not applied): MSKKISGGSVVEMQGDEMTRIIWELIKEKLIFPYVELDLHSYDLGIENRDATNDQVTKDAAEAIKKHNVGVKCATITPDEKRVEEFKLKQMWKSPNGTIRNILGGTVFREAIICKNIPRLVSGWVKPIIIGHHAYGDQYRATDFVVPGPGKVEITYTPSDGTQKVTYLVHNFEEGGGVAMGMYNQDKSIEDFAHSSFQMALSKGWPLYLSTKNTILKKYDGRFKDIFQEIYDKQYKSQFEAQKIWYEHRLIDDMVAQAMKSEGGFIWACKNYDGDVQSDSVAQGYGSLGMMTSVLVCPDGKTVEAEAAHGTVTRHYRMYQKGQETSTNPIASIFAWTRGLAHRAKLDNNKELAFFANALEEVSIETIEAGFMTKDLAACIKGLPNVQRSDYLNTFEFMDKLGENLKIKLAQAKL
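IDH1-R132H (0.5 ug/mL) preincubated 30 min with compound, then NADPH (0.016 mM) and alpha-KG (2 mM) added; 80 min at RT, pH 7.5. Remaining NADPH coupled via diaphorase/resazurin to fluorescence (540/590 nm); concentration-response curves normalized to no-enzyme control.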
TrxR1 substrate = substrates of rat thioredoxin reductase 1; 390,000 compounds, 0.01% hits; Potency, µM (doses to about 114 µM), for inactives: at the highest dose activity change, negative = substrate turnover; purified TrxR1 substrate turnover, NADPH consumption readout; also: potency is read from the fitted curve at half-maximal effect; % is scaled to controls: 0 for no effect and ±100 for the full control effect; nearly all actives have a fitted effect of over 50% in size
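Rat TrxR1, dispensed at 90 nM, was prereduced with 400 uM NADPH (final) for 5 min at ~22 deg C, then incubated with compound 15 min before 400 uM selenite. A first-read NADPH fluorescence drop versus no-compound background flagged substrates.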
RGS4 inhibitor = inhibitors of human regulator of G protein signaling 4. Transcreener GDP fluorescence polarization, RGS4-accelerated GTP hydrolysis. Potency, µM (titrated, usually from 114 µM), without a hit: top-dose activity change, negative = inhibition, most hits filed as inhibitors. 390,000 compounds, 0.039% hits; also: potency is read from the fitted curve at half-maximal effect; % is scaled to controls: 0 for no effect and ±100 for the full control effect; nearly all actives have a fitted effect of over 75% in size; some results filed as inactive show a strong effect at the top dose
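MLSMR compounds (23 nl, pin-transferred) preincubated 10 min at room temperature with a 500nM (2x) first reagent, then RGS4 at 900nM (2x) plus Transcreener GDP mix added; fluorescence polarization (620/688 nm) read before and after 90 min at 30 °C.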
GRP78 ERSR act = inducers of ER stress response in human glioma cells; U87-MG GRP78 promoter luciferase reporter, 16 h; AID 602332; Potency, µM, inactives show top-dose activation, usual class: activators; 420,000 compounds, 0.02% hits; also: potency is read from the fitted curve at half-maximal effect; series mostly up to about 76 µM; % of control where 0% means no effect; nearly all actives have a fitted effect of over 35% in size
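ERSR induction read as luciferase luminescence (Bright-Glo, 10 min at room temperature) in stably transfected human U87-MG glioma cells exposed to compounds for 16 h, using GRP78 as sensor.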
The depositor's hits bear a star; ? = inconclusive; . = no result given; & = joins results of further samples; [ ] = dose if it differs, or a comment. Unless noted, calls follow the shape of the dose curve; as a rule, active = well fitted curve in the direction sought with a large enough effect; inconclusive = small, poorly fitted or top-dose-only effect, or another doubt; inactive = no such curve, though single readings can be large; an effect the other way counts as inactive or inconclusive. Some of the compounds tested; count on the stated rates, not on these rows.

SMILES	USP1-UAF1 inh	Vif-APOBEC3F blk	Vif-A3G inh	rTrxR1 inhibitor	LDHA inh	IDH1 R132H inh	TrxR1 substrate	RGS4 inhibitor	GRP78 ERSR act
CCc1ccc(C2c3c(-c4cc(C)ccc4O)n[nH]c3C(=O)N2Cc2cccnc2)cc1 (stereo not drawn)	?	2%	-11%	1%	2	28µM*	-9%	-2%	10%
O=C(O)C1C2CCC(C2)C1C(=O)N1CCCC1 (stereo not drawn)	-20%	9%	0%	5%	1	4%	2%	-5%	-3%
Cc1ccc(C)c(Sc2ccc(S(=O)(=O)Nc3ccc(C(=O)O)cc3)cc2)c1	-17%	-13%	?	-4%	-2	?	5%	-1%	-1%
CN(C(=O)COC(=O)c1ccccc1Nc1ccccc1)c1c(N)n(Cc2ccccc2)c(=O)[nH]c1=O	-23%	2%	-18%	6%[57.1 µM]	1	2%	0%[57.1 µM]	-13%	0%
N#Cc1cccc(OCC(=O)NC(=O)NCc2ccccc2)c1	-17%	-14%	1%	13%[57.1 µM]	-3	2%	9%[57.1 µM]	-9%	-1%
Cc1ccc(/C=N/NC(=O)Cn2cnc3ccccc32)o1	-2%	-7%	-1%	-22%	5	-5%	-8%	-36%	-8%
Cc1cccc(OCCCC(=O)Nc2ccc(Br)cc2)c1	-6%	.	2%	7%	-3	2%	0%	-26%	-3%
COc1cccc2c(C)nc(Nc3nc(CSc4nnc(C)s4)cc(=O)[nH]3)nc12	-11%	.	-15%	7%	-7	1%	-3%	?	-7%
O=C(CSc1cn(CC(=O)N2CCCCC2)c2ccccc12)Nc1ccccc1	-7%	1%	6%	9%[57.1 µM]	-6	-10%	-4%[57.1 µM]	3%	0%
O=C(OCc1nnc(-c2ccccc2)o1)c1cc(S(=O)(=O)N2CCOCC2)ccc1F	-14%	2%	2%	13%	-3	4%	-6%	-5%	0%

Reprinted from the part before: 2 entries, followed by the next part.
SMILES	USP1-UAF1 inh	Vif-APOBEC3F blk	Vif-A3G inh	rTrxR1 inhibitor	LDHA inh	IDH1 R132H inh	TrxR1 substrate	RGS4 inhibitor	GRP78 ERSR act
O=C(CSc1cn(CC(=O)N2CCCCC2)c2ccccc12)Nc1ccccc1	-7%	1%	6%	9%[57.1 µM]	-6	-10%	-4%[57.1 µM]	3%	0%
O=C(OCc1nnc(-c2ccccc2)o1)c1cc(S(=O)(=O)N2CCOCC2)ccc1F	-14%	2%	2%	13%	-3	4%	-6%	-5%	0%
CC(=O)OCC1OC(OC2C[C@]3(C)C(CC(O)C4C([C@](C)(CCC=C(C)C)OC5OC(CO)C(O)C(O)C5O)CC[C@]43C)[C@@]3(C)CCC(O)C(C)(C)C23)C(O[C@@H]2OC(C)C(O)C(O)C2O)C(O)C1O (stereo partly drawn)	-5%	-2%	-2%	16%	-2	-7%	0%	-8%	-1%
CCOC(=O)N1CCc2c(sc3c2c(=O)n(Cc2ccccc2)c(=O)n3Cc2ccccc2F)C1	-21%	3%	-3%	24%	-7	7%	2%	5%	-4%
Cn1c(=O)cc(OCCCC(=O)NCc2cccnc2)c2ccccc21	2%	1%	-8%	0%[57.1 µM]	0	1%	5%[57.1 µM]	-8%	-1%
CC1(C2CC2)NC(=O)N(CC(=O)Nc2ccc(OC(F)F)cc2)C1=O (stereo not drawn)	-21%	-2%	2%	.	1	-4%	.	.	-2%
COc1cccc(CN2CC(C(=O)N3CCCC3)CCC2=O)c1 (stereo not drawn)	-14%	-19%	3%	31%[57.1 µM]	-1	-6%	6%[57.1 µM]	-10%[56.9 µM]	3%
CN(C)C(=O)CCc1ccc2c3c([nH]c2c1)[C@]1(CCc2ccccc2)[C@@H](C(=O)N2CCCCC2)C[C@H](CC(=O)NC(C)(C)C)C(=O)N1CC3	-8%	3%	-7%	19%[2.29 µM]	1	2%[38.3 µM]	-4%	21%	-2%
CC1CCCC(NC(=O)COC(=O)/C=C/c2ccc(F)cc2)C1C (stereo not drawn)	1%	-4%	1%	-10%	-3	7%	-9%	-19%	-3%
COc1ccccc1S(=O)(=O)N(C)C[C@H]1OCc2cnnn2CCCC(=O)N([C@H](C)CO)C[C@@H]1C	-21%	5%	0%	.	-3	-5%	.	.	-3%
CC(=O)Nc1ccc(S(=O)(=O)N2N=NC3C2C2CC4C3(CN(C(=O)OC(C)(C)C)S4(=O)=O)O2)cc1 (stereo not drawn)	.	.	-1%	-1%	.	.	-3%	-2%	-2%
CCN1C(Br)=CCc2ccccc21	.	.	2%	14%	2	.	10%[0.0914 µM]	.	-1%
CCOc1ccc(NC(=O)CN(C)C(=O)c2ccc3nc(CC)c(CC)nc3c2)cc1OCC	-32%	1%	-4%	-4%	-1	7%	-9%	-11%	-3%
Cc1ccc(C)c(-c2ccc(=O)n(Cc3ccc(F)cc3Cl)n2)c1	-24%&-19%	2%&-20%	-3%&-4%	2%&5%	0&4	9%&38%	-8%&-6%	-2%&18%	-6%&0%
CNC(=S)NNC(=O)c1ccccc1F	-11%	-1%	-2%	5%[57.1 µM]	-7	14%	8%[57.1 µM]	-13%	3%
O=C(OCC(=O)N1CCc2ccccc2C1)c1ccc(N2CCOCC2)c([N+](=O)[O-])c1	-11%	6%	-2%	-12%	3	7%	-13%	-6%	-3%
Cc1cc2oc(=O)c(CC(=O)NCCCN(C)C)c(C)c2c2occ(C(C)(C)C)c12	-5%	3%	0%	0%[57.1 µM]	0	5%	11%[57.1 µM]	8%	-5%
COc1cc(-c2noc(CCC(=O)Nc3cc(C)ccc3C)n2)cc(OC)c1OC	-10%	7%	5%	18%	-11	13%	-2%	-10%	-3%
COC(=O)C1CC(c2ccccc2)N(c2ccccc2)O1 (stereo not drawn)	-23%	-10%	-8%	.	-1	-11%	.	.	0%
CC1CN(S(=O)(=O)c2ccc(C(=O)N3CCc4ccccc43)cc2)CC(C)O1 (stereo not drawn)	-9%	2%	2%	9%	-6	8%	-5%	?	1%
NC(=O)COC(=O)c1ccc(S(=O)(=O)NCc2ccco2)cc1	-14%	13%	-2%	18%[57.1 µM]	0	2%	-3%[57.1 µM]	-19%	2%
O=C(COC(=O)/C=C/c1ccccc1Cl)NCC1CCCO1 (stereo not drawn)	-30%	-3%	1%	3%	-9	-5%	-5%	13%	1%

6 of the entries above in order of the Vif-A3G inh value, lowest first.
| Compound | USP1-UAF1 inh | Vif-A3G inh | rTrxR1 inhibitor | LDHA inh | TrxR1 substrate | RGS4 inhibitor | GRP78 ERSR act |
| --- | --- | --- | --- | --- | --- | --- | --- |
| COC(=O)C1CC(c2ccccc2)N(c2ccccc2)O1 (stereo not drawn) | -23% | -8% | . | -1 | . | . | 0% |
| CCOc1ccc(NC(=O)CN(C)C(=O)c2ccc3nc(CC)c(CC)nc3c2)cc1OCC | -32% | -4% | -4% | -1 | -9% | -11% | -3% |
| CNC(=S)NNC(=O)c1ccccc1F | -11% | -2% | 5%[57.1 µM] | -7 | 8%[57.1 µM] | -13% | 3% |
| O=C(COC(=O)/C=C/c1ccccc1Cl)NCC1CCCO1 (stereo not drawn) | -30% | 1% | 3% | -9 | -5% | 13% | 1% |
| CC1CN(S(=O)(=O)c2ccc(C(=O)N3CCc4ccccc43)cc2)CC(C)O1 (stereo not drawn) | -9% | 2% | 9% | -6 | -5% | ? | 1% |
| COc1cc(-c2noc(CCC(=O)Nc3cc(C)ccc3C)n2)cc(OC)c1OC | -10% | 5% | 18% | -11 | -2% | -10% | -3% |

The list continues:
SMILES	USP1-UAF1 inh	Vif-APOBEC3F blk	Vif-A3G inh	rTrxR1 inhibitor	LDHA inh	IDH1 R132H inh	TrxR1 substrate	RGS4 inhibitor	GRP78 ERSR act
COc1ccc(/C=N/n2c(=O)[nH]c3c([nH]c4ccc(C)cc43)c2=O)cc1CN1CCOCC1	-13%	-6%	-6%	0%	-6	-2%	19%	-11%	-3%
O=C(NC1=NCCS1)c1ccc(Br)s1	4%	-4%	-8%	16%	0	14%	2%	9%	-2%
CCOc1ccc(C(=O)CCC(=O)N(CC)CC(=O)NCc2ccc(Cl)cc2)cc1	-16%	-6%	2%	2%	-6	1%	-1%	-4%	4%
CN(C1CCCC1)C1CCN(C(=O)CNC(=O)/C=C/c2cccc(C(F)(F)F)c2)CC1	-12%	1%	-3%	8%	-5	4%	-2%	0%	0%
Cc1nc2ccc(NC(=O)c3ccc(=O)[nH]c3)cc2s1	-18%	0%	-2%	30%	-3	9%	7%	-8%	-4%
CCN(CC)S(=O)(=O)c1cc(NC(=O)C(C)N2CCN(c3ccccn3)CC2)ccc1C (stereo not drawn)	-12%	6%	1%	-17%	-11	-15%	-17%	15%	-4%
O=C(O)CNS(=O)(=O)c1ccc2c(c1)CCCC2	-21%	-13%	9%	13%	-6	-9%	2%	1%	-4%
COc1ccc2[nH]c3c(c2c1)CCN1C(=O)C(CC(=O)NCc2ccc(OC)c(OC)c2)C[C@H](C(=O)N(C(C)C)C(C)C)[C@@]31C (stereo partly drawn)	?	11%	1%	7%	-1	4%	-5%	-3%	-3%
CCCN(CC1CCCO1)C(=O)CCc1nnc(CCc2ccc(OC)cc2)o1 (stereo not drawn)	-1%	-18%	1%	24%[57.1 µM]	-12	0%	8%[57.1 µM]	-41%[56.9 µM]	0%
